VCAM1 TNFa inh – inhibitors of TNFa-induced VCAM1 expression, primary screen, imaging, HUVEC, TNFa stimulus, immunofluorescence. HUVEC TNFa-induced VCAM-1 immunofluorescence, high-content imaging. inhibition, % at 2 µM. 0.48% of 95,000 active. AID 802, 2007;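 active = inhibition above the batch mean plus 3 SD, with images confirmed as a hit by eye, cut at about 37% in these data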;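 also: 0% = TNF-stimulated DMSO wells and 100% = unstimulated control wells; not every result past the cut was called active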
IL1B cytotox – cytotoxicity in IL-1B stimulated HUVEC, primary screen, cytotoxicity control for IL-1B NFkB translocation project, imaging, Hoechst nuclear count, IL-1B stimulus | HUVEC cell count loss | cell count reduction, % at 2 µM | 0.41% of 94,000 active | AID 845, 2007;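 active = cell count reduction more than 3 SD above the screen-wide mean, cut at about 70% in these data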;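 also: normalized per plate to untreated control cells as the no-loss baseline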
CYP2C9 activ – human CYP2C9 activators, primary screen, biochemical, luminescence | Cytochrome P450 2C9 (Homo sapiens), P11712 | recombinant CYP2C9, luciferin-H conversion; stronger effect = higher value; factor 1 = untreated enzyme, 0 = blocked | activation factor at 5 µM | 1.4% of 96,000 active | AID 1024, 2008;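 active = activation factor of 2 or more for CYP2C9 at a 5 µM dose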;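 also: 0 = sulfaphenazole-blocked wells and 1 = vehicle-only wells; values of inactives mirror those of a sister screen read the other way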
Candida biofilm – clotrimazole potentiators killing Candida biofilms, primary screen, with clotrimazole, Alamar Blue | 0.14% of 85,000 active | C. albicans biofilm + clotrimazole | inhibition, % at 6 µM;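 active = inhibition above 20%; inactive = inhibition below 20%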;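 also: preformed 24 hr biofilms exposed to compound for 48 hr; 0% = biofilm without compound and 100% = blank killed by clotrimazole plus chlorhexidine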
TNFa cytotox – cytotoxicity in TNFa-stimulated HUVEC, primary screen, cytotoxicity control for VCAM1 expression modulator project, imaging, Hoechst nuclei count | 0.17% of 93,000 active | AID 848, 2007 | HUVEC TNFalpha-stimulated, Hoechst cell count | cell count reduction, % at 2 µM;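 active = cell count reduction exceeding the screen mean by over 5 SD, scaled to untreated wells per plate, cut at about 78% in these data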;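 also: cells counted after 24 h of TNF alpha exposure following the 1 h pretreatment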
CYP2C9 inhib – blockers of cytochrome P450 2C9 activity – biochemical, luminescence, ADME assay, primary screen. P11712. CYP2C9 Supersomes, luciferin-H conversion. inhibition, % at 5 µM. 20% of 96,000 active. AID 777, 2007;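 active = blocking of liver enzyme CYP2C9 beyond about 50% at 5 µM, limit read from the data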; also: values of inactives mirror those of a sister screen read the other way
CYP2C19 inhib – blockers of cytochrome P450 2C19 activity – biochemical, luminescence, ADME assay, primary screen. P33261. CYP2C19 Supersomes, luciferin-H EGE luminescence, 30 min. inhibition, % at 5 µM. 21% of 96,000 active. AID 778, 2007;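 active = CYP2C19 inhibition above a set limit at 5 µM in the primary screen, cut at about 50% in these data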;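 also: plate controls were negative control wells for no effect and 2.5 mM tranylcypromine positive control for full effect; values of inactives mirror those of a sister screen read the other way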
Target sequence (P33261 whole entry, looked up): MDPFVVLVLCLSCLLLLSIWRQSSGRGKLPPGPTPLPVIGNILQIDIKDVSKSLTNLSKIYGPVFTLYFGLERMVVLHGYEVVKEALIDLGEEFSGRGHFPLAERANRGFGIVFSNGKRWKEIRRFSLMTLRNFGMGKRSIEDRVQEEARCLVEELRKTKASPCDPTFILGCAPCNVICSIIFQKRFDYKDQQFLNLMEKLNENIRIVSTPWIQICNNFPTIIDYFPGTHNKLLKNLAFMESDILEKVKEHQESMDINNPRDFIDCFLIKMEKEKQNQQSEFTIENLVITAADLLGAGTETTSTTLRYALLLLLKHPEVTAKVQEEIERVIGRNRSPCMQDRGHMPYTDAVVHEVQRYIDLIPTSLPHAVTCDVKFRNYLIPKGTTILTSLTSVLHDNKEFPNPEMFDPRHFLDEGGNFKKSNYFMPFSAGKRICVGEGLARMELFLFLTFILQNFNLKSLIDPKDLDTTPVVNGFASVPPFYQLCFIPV
DAT uptake mod – changed hDAT dopamine uptake under cocaine IC80, either direction, primary screen, cocaine antagonist project, cell-based, LLC-PK1 hDAT, [14C]-dopamine uptake, MLSMR; Sodium-dependent dopamine transporter (Homo sapiens), Q01959; LLC-PK1 hDAT cells, [14C]-dopamine uptake with cocaine IC80; actives deviate in either direction; B-score at 10 µM; 1.3% of 110,000 active;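 active = Z score or B-score, a plate-position-corrected score, falls beyond the plate's 99.7% confidence bounds, in either direction; inactive = both scores lie inside the 99.7% bounds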;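 also: scored against the spread of the other compound wells on the same plate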
Target sequence (Q01959 whole entry, looked up): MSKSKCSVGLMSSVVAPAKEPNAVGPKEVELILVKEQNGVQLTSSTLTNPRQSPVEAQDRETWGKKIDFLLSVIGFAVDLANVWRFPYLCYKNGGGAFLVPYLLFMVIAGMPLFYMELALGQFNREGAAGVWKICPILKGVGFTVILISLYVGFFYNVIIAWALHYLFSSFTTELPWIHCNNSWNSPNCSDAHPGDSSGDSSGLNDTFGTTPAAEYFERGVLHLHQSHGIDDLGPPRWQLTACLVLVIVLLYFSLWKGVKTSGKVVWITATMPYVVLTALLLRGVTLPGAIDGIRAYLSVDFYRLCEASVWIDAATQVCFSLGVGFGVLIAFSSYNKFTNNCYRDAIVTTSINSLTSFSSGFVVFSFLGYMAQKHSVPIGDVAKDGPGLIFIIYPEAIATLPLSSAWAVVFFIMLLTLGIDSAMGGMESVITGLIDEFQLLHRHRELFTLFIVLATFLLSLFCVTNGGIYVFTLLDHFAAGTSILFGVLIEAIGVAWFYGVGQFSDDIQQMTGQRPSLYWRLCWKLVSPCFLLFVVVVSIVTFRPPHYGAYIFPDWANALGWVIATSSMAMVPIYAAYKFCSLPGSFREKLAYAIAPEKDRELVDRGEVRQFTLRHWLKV
CYP2C19 act – human CYP2C19 activators, primary screen, biochemical, luminescence; recombinant CYP2C19, luciferin-H EGE luminescence; stronger effect = higher value; 0 = fully inhibited enzyme, 1 = untreated enzyme; AID 1025, 2008; 96,000 tested, under 10 active; Cytochrome P450 2C19 (Homo sapiens), P33261; activation factor at 5 µM;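 active = activation factor of at least 2 at 5 µM in the primary screen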;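 also: 0 = wells with 2.5 mM tranylcypromine and 1 = vehicle-only wells; values of inactives mirror those of a sister screen read the other way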
Active calls of the source: *.

Screening COc1ccccc1N1CCN(C(=O)CN(c2cc(C)cc(C)c2)S(C)(=O)=O)CC1 returned VCAM1 TNFa inh 18, IL1B cytotox 38, CYP2C9 activ 0.9, Candida biofilm -1, TNFa cytotox 16, CYP2C9 inhib 8, CYP2C19 inhib 36, DAT uptake mod 0.11 and CYP2C19 act 0.6.
`COC(=O)c1ccc(C)c(NC(=O)CCSc2ccc(Cl)cc2)c1` gave VCAM1 TNFa inh 11, IL1B cytotox -12, CYP2C9 activ 0.6, TNFa cytotox -8, CYP2C9 inhib 39, CYP2C19 inhib 49 and CYP2C19 act 0.5.
O=C1NCC(COCC2CC=CCC2)O1 (stereo unspecified) was read as VCAM1 TNFa inh 5, IL1B cytotox -19, Candida biofilm 2, TNFa cytotox -26 and DAT uptake mod -1.
O=C(O)c1ccc(CSc2nnc(COc3ccc(Cl)cc3Cl)o2)cc1 was read as VCAM1 TNFa inh 7, IL1B cytotox 10, CYP2C9 activ 0.8, Candida biofilm 9, TNFa cytotox 9, CYP2C9 inhib 19, CYP2C19 inhib -1, DAT uptake mod 0.0089 and CYP2C19 act 1.
COc1ccc(C2C(C(=O)Nc3ccccc3OC)=C(C)Nc3nnnn32)c(OC)c1 (stereo unspecified) was read as VCAM1 TNFa inh 11, IL1B cytotox 2, CYP2C9 activ 0.7, TNFa cytotox -16, CYP2C9 inhib 32, CYP2C19 inhib 32, DAT uptake mod 0.31 and CYP2C19 act 0.7.
Screening O=c1/c(=C/c2ccc(O)cc2)sc2n1CCCN=2 returned VCAM1 TNFa inh 2, IL1B cytotox 12, CYP2C9 activ 0.7, Candida biofilm 0, TNFa cytotox -7, CYP2C9 inhib 31, CYP2C19 inhib 12, DAT uptake mod 1.6 and CYP2C19 act 0.9.
For Fc1ccc(C2=Nn3c(Cc4ccccc4)nnc3SC2)cc1 the results were VCAM1 TNFa inh 8, IL1B cytotox -4, CYP2C9 activ 0.7, Candida biofilm 9, TNFa cytotox -22, CYP2C9 inhib 26, CYP2C19 inhib 22, DAT uptake mod -0.57 and CYP2C19 act 0.8.
Cc1nn(Cc2c(Cl)cccc2Cl)c(Cl)c1/C=C/C(=O)OCC(=O)NCC(F)(F)F was read as VCAM1 TNFa inh -15, IL1B cytotox -2, CYP2C9 activ 1, TNFa cytotox 11, CYP2C9 inhib 4, CYP2C19 inhib -24, DAT uptake mod 0.47 and CYP2C19 act 1.2.
N#CC1=C(Nc2ccccc2)SC=C(c2ccccc2)N=C1N1CCOCC1 was read as VCAM1 TNFa inh -7, CYP2C9 activ 0.7, Candida biofilm -3, TNFa cytotox 7, CYP2C9 inhib 27, CYP2C19 inhib 7 and CYP2C19 act 0.9.
`O=C1CC2C(CC(OC(=O)c3ccc(-c4ccccc4)cc3)C2CO)O1` (stereo unspecified) gave VCAM1 TNFa inh 6, IL1B cytotox -2, CYP2C9 activ 0.3, TNFa cytotox -5, CYP2C9 inhib 72*, CYP2C19 inhib 48, DAT uptake mod 0.82 and CYP2C19 act 0.5.
For CC(C)CCNS(=O)(=O)c1ccc(-c2ccc(S(=O)(=O)NCCC(C)C)cc2)cc1 the results were VCAM1 TNFa inh -6, IL1B cytotox -10, CYP2C9 activ 1.1, Candida biofilm -2, TNFa cytotox -4, CYP2C9 inhib -8, CYP2C19 inhib 2, DAT uptake mod 1.1 and CYP2C19 act 1.
Screening O=C(NCCCN1CCN(c2ccc(F)cc2)CC1)c1cccc(N2CCCC2=O)c1 returned VCAM1 TNFa inh -14, IL1B cytotox 17, CYP2C9 activ 0.7, Candida biofilm 3, TNFa cytotox -21, CYP2C9 inhib 28, CYP2C19 inhib 80*, DAT uptake mod -0.8 and CYP2C19 act 0.2.
CCOCCCn1c(SCC(=O)NC(C)C)nc2ccccc2c1=O was read as VCAM1 TNFa inh -7, IL1B cytotox 15, CYP2C9 activ 0.5, Candida biofilm 1, TNFa cytotox -29, CYP2C9 inhib 45, CYP2C19 inhib 45, DAT uptake mod -0.9 and CYP2C19 act 0.5.
`COc1ccc(C2NC(=O)NC(O)(C(F)(F)F)C2C(=O)c2ccc(F)cc2)cc1` (stereo unspecified) gave VCAM1 TNFa inh 37, IL1B cytotox -10, CYP2C9 activ 1, Candida biofilm 1, TNFa cytotox 8, CYP2C9 inhib 3, CYP2C19 inhib 2, DAT uptake mod -0.89 and CYP2C19 act 1.
For CCOc1ccc(C2C=C(c3ccc(C)cc3)Nc3ncnn32)cc1 (stereo unspecified) the results were VCAM1 TNFa inh -19, IL1B cytotox -20, CYP2C9 activ 0.5, Candida biofilm 8, TNFa cytotox -23, CYP2C9 inhib 46, CYP2C19 inhib 17, DAT uptake mod 0.34 and CYP2C19 act 0.8.
Screening CCCCOC(=O)C1[C@H]2C(=O)N(c3ccccc3CC)C[C@]23C=C[C@H]1O3 (stereo partly specified) returned VCAM1 TNFa inh 8, IL1B cytotox -3, CYP2C9 activ 1.3, Candida biofilm 7, TNFa cytotox -21, CYP2C9 inhib -25, CYP2C19 inhib -1, DAT uptake mod -0.57 and CYP2C19 act 1.
Screening O=C(Cn1cc2c(n1)CCCC2)NCc1ccccn1 returned CYP2C9 activ 1, Candida biofilm 11, CYP2C9 inhib 2, CYP2C19 inhib 21, DAT uptake mod -1.9 and CYP2C19 act 0.8.
Screening CSc1nc2cc(Cl)ccc2s1 returned VCAM1 TNFa inh 14, IL1B cytotox 7, CYP2C9 activ 0.9, Candida biofilm 7, TNFa cytotox -24, CYP2C9 inhib 7, CYP2C19 inhib 0, DAT uptake mod -0.71 and CYP2C19 act 1.
N#Cc1c(NC(=O)c2ccc(-c3ccccc3[N+](=O)[O-])o2)sc2c1CCCC2 was read as VCAM1 TNFa inh -16, IL1B cytotox 5, CYP2C9 activ 0, CYP2C9 inhib 99*, CYP2C19 inhib 50, DAT uptake mod -0.74 and CYP2C19 act 0.5.
Cc1cccc(-n2c(SCC(=O)NCc3ccco3)nnc2-c2ccco2)c1 was read as VCAM1 TNFa inh 9, IL1B cytotox -7, Candida biofilm 2, TNFa cytotox -41 and DAT uptake mod 0.47.
Screening O=C(NCc1ccccc1)C(Cc1ccccc1)N1C(=O)C2C3CCC(C3)C2C1=O (stereo unspecified) returned VCAM1 TNFa inh 2, IL1B cytotox 7, CYP2C9 activ 0.9, TNFa cytotox -3, CYP2C9 inhib 9, CYP2C19 inhib 14, DAT uptake mod 0.94 and CYP2C19 act 0.9.
For CC(C)CNc1cc(Cl)c(S(=O)(=O)NCC(C)C)cc1C(=O)O the results were VCAM1 TNFa inh -4, IL1B cytotox -6, CYP2C9 activ 0.7, Candida biofilm -4, TNFa cytotox -5, CYP2C9 inhib 33, CYP2C19 inhib 10, DAT uptake mod 0.12 and CYP2C19 act 0.9.
Screening c1ccc(Oc2ccc(-c3ccnc4nc(N5CCN(c6ccccc6)CC5)nn34)cc2)cc1 returned VCAM1 TNFa inh 30, IL1B cytotox -2, CYP2C9 activ 0.4, TNFa cytotox -8, CYP2C9 inhib 59*, CYP2C19 inhib 19, DAT uptake mod 0.39 and CYP2C19 act 0.8.
For CCCOC(=O)c1c(NC(=O)/C=C/c2cnn(C)c2C)sc(C(=O)OC)c1C the results were VCAM1 TNFa inh 6, IL1B cytotox 5, CYP2C9 activ 0.9, TNFa cytotox -4, CYP2C9 inhib 13, CYP2C19 inhib 20, DAT uptake mod 2.2 and CYP2C19 act 0.8.
`COC(=O)Nc1ccc(S(=O)(=O)Nc2ccc(C)cc2)cc1` gave VCAM1 TNFa inh -8, IL1B cytotox -7, CYP2C9 activ 0.8, TNFa cytotox -28, CYP2C9 inhib 17, CYP2C19 inhib 7, DAT uptake mod 0.47 and CYP2C19 act 0.9.
Screening Cc1cccc2cc(COC(=O)COc3ccccc3)c(=O)[nH]c12 returned VCAM1 TNFa inh 4, IL1B cytotox -7, CYP2C9 activ 1.1, Candida biofilm 8, TNFa cytotox -30, CYP2C9 inhib -12, CYP2C19 inhib -11, DAT uptake mod 1.8 and CYP2C19 act 1.1.
`COc1cc(-c2nnc3sc(-c4ccco4)nn23)cc(OC)c1OC` gave CYP2C9 activ 0.4, Candida biofilm 9, CYP2C9 inhib 65*, CYP2C19 inhib 36, DAT uptake mod 1.3 and CYP2C19 act 0.6.
For Cc1ccc(-n2c(O)c(C=NC3CCS(=O)(=O)C3)c3ccccc3c2=O)cc1C (stereo unspecified) the results were VCAM1 TNFa inh 12, IL1B cytotox 39, CYP2C9 activ 0.7, Candida biofilm 5, TNFa cytotox -2, CYP2C9 inhib 30, CYP2C19 inhib 7, DAT uptake mod 0.062 and CYP2C19 act 0.9.
`COC(=O)c1c(NC(=O)CN2CCCC(C)C2)c2c(C)cccc2n1C` (stereo unspecified) gave VCAM1 TNFa inh 4, IL1B cytotox 12, CYP2C9 activ 1, Candida biofilm 7, TNFa cytotox -16, CYP2C9 inhib -3, CYP2C19 inhib 11, DAT uptake mod -0.48 and CYP2C19 act 0.9.
Cc1ccc(NC(=O)CN(c2ccccc2F)S(C)(=O)=O)cc1 was read as IL1B cytotox -15, CYP2C9 activ 0.5, Candida biofilm 3, CYP2C9 inhib 48, CYP2C19 inhib 76*, DAT uptake mod 1.7 and CYP2C19 act 0.2.
For COc1cc(C(=O)Nc2ccc(NC(=O)C3CC3)nc2)cc(OC)c1OC the results were VCAM1 TNFa inh 4, IL1B cytotox -2, CYP2C9 activ 0.6, Candida biofilm 8, TNFa cytotox -8, CYP2C9 inhib 43, CYP2C19 inhib 36, DAT uptake mod -0.042 and CYP2C19 act 0.6.
Screening CCCN(CCC)c1nc2ccccc2n2c(C)nnc12 returned VCAM1 TNFa inh 5, IL1B cytotox -38, CYP2C9 activ 0.9, Candida biofilm -2, TNFa cytotox -4, CYP2C9 inhib 13, CYP2C19 inhib 17, DAT uptake mod -0.0073 and CYP2C19 act 0.8.
`Cc1cc(C)nc(SCC(=O)N2CCC(C(N)=O)CC2)n1` gave VCAM1 TNFa inh 2, IL1B cytotox -16, CYP2C9 activ 1, Candida biofilm 5, TNFa cytotox -32, CYP2C9 inhib -3, CYP2C19 inhib 0, DAT uptake mod -0.36 and CYP2C19 act 1.
For Cc1cc(C)c(NC(=O)CN2C(=O)NC3(CCCCC3)C2=O)c(C)c1 the results were VCAM1 TNFa inh -1, IL1B cytotox -11, CYP2C9 activ 1, Candida biofilm 4, TNFa cytotox -10, CYP2C9 inhib 4, CYP2C19 inhib -4, DAT uptake mod -0.49 and CYP2C19 act 1.
O=S(=O)(c1ccccc1)c1cnn(-c2ccccc2)c1-c1ccc(F)cc1 was read as VCAM1 TNFa inh -1, IL1B cytotox 31, CYP2C9 activ 0.7, TNFa cytotox 3, CYP2C9 inhib 32, CYP2C19 inhib 33, DAT uptake mod 0.4 and CYP2C19 act 0.7.

Source: PubChem BioAssay

An unsorted share of the library; 29% or so of the library scored in one or more.
